Rab7 wt modul: dog Rab7 wildtype GTP binding, inhibitors and activators; GST-Rab7 beads, fluorescent GTP binding, flow cytometry; actives lie on both sides; untreated = 100%, excess cold GTP = 0%; AID 758; GTP binding activity (percent of control), % at 10 µM; hit rate 0.055% among 190,000;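 active = fluorescent GTP binding to Rab7 beads changed by at least 20 points from the 100% baseline, either direction, mostly lower; inconclusive = compound itself probably fluorescent, or too few beads counted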;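 note: median green fluorescence of bound Bodipy-FL-GTP per Rab7 bead population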
ABCG2 block: inhibitors of human ABCG2 transporter, ABCB1 counter-screen | inhibition, % at 6.6 µM | AID 1325 | IgMXP3 cells, JC-1 efflux, flow cytometry | hit rate 0.1% among 190,000;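 active = inhibition above 80%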;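 note: 0% = DMSO and 100% = nicardipine control wells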
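Test system: IgMXP3 (ABCG2) plus far-red-tagged CCRF-Adr (ABCB1) cells. Reagent: JC-1 dye as substrate. Timing: 10 min exposure at 25 °C with rotation, no wash. Measured by: flow cytometric JC-1 green MFI at 530 nm. Read-out: percent efflux inhibition, scaled nicardipine 100% to DMSO 0%. Control set: nicardipine and DMSO wells.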
Cdc42 wt: changes GTP binding to wildtype human Cdc42 | P60953 | GST-Cdc42 beads, Bodipy-GTP binding, flow cytometry; actives lie on both sides | percent activity (GTP binding), % at 10 µM | hit rate 0.2% among 190,000 | AID 761;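 active = percent activity GTP binding at least 20 points away from the 100% baseline, either down as inhibitor or up as activator; inconclusive = compound flagged as likely green fluorescent from well-wide comparison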;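 note: median bead fluorescence of bound Bodipy-FL-GTP at 100 nM; 0% = excess unlabeled GTP control and 100% = no compound control; below 100% means less GTP binding so inhibitor and above means activator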
Rab2 wt GTP: changes GTP binding to wildtype dog Rab2A, up or down | GST-Rab2 wt beads, Bodipy-GTP binding, flow cytometry | GTP binding activity, % at 10 µM | hit rate 0.19% among 190,000 | AID 760;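 active = GTP binding activity at least 20 points away from 100%, either lowered or raised; inconclusive = signal likely due to the compound's own green fluorescence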;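 note: 0% = beads with excess unlabeled GTP and 100% = no-compound control corrected for plate trend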
Avidin fluor: compound fluoresces at 488/530 nm on avidin beads | compound fluorescence 488/530 nm, flow cytometry; stronger effect = higher value | fluorescence (KMESF) at 10 µM | hit rate 0.38% among 220,000; in the data active = fluorescence above about 47; note: inactives centre near 10
ABCB1 block: human ABCB1 inhibition, ABCG2 as counter-screen. hit rate 0.067% among 190,000. inhibition, % at 6.6 µM. CCRF-Adr cells, JC-1 efflux, flow cytometry; in the data active = inhibition above about 40%;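 note: 0% = vehicle and 100% = reference inhibitor; higher value means more JC-1 retained so stronger ABCB1 efflux block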
Target sequence (P08183 whole entry, looked up): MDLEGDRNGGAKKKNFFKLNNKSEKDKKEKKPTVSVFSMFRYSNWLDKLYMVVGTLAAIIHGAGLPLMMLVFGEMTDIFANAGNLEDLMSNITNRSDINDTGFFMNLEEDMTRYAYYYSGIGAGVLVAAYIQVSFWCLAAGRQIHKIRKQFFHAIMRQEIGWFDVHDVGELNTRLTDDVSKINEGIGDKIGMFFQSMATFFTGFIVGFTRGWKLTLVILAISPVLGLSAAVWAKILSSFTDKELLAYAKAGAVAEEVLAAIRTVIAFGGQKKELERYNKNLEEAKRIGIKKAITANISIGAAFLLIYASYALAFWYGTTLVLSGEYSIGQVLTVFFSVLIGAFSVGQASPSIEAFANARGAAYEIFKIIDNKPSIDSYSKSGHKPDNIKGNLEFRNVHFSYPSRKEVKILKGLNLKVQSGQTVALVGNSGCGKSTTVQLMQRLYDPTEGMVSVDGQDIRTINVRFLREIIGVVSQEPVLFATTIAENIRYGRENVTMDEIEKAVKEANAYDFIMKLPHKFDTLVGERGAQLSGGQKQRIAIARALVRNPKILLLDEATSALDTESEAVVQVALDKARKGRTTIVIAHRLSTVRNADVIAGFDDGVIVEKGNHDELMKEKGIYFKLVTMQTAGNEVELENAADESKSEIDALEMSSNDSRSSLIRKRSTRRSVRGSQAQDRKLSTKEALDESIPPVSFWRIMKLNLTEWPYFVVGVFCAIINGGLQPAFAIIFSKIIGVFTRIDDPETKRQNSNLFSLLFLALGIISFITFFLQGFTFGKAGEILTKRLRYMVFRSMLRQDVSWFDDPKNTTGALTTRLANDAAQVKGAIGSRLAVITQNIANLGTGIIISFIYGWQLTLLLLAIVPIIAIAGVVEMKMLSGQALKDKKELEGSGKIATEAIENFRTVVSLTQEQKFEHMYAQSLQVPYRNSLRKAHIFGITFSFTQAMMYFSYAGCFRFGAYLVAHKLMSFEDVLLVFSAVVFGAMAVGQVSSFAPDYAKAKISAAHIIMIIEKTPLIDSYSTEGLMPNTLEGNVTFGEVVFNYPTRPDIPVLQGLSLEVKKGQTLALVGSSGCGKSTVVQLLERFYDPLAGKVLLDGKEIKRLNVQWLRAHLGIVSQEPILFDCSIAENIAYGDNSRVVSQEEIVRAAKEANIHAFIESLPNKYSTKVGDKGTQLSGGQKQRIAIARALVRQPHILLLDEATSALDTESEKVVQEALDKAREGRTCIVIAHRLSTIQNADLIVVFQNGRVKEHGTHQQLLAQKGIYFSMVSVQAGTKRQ
Rac1 act GTP bind: modulators of GTP binding to human Rac1 activated mutant; AID 764; percent activity (GTP binding), % at 10 µM; hit rate 0.11% among 190,000; GST-Rac1 activated beads, fluorescent GTP binding, flow cytometry; actives lie on both sides; 100% means binding = to untreated wells;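 active = GTP binding at least 20 percentage points away from the 100% baseline, in either direction, so actives lie on both sides; inconclusive = Compound likely fluorescent itself, or too few beads counted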
GSH fluor: compound fluoresces at 488/530 nm on GSH beads. GSH beads flow cytometry, compound fluorescence 488/530 nm; stronger effect = higher value. fluorescence (KMESF) at 10 µM. hit rate 0.25% among 190,000; in the data active = fluorescence above about 89;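 note: glutathione beads carrying GST-tagged Bcl family fusion proteins plus one bare bead set; values are compound well signal with DMSO vehicle wells as background; inactives centre near 16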
HRas wt GTP: changes GTP binding to wildtype human HRas; GST-Ras wt beads, Bodipy-FL-GTP binding, flow cytometry; actives lie on both sides; hit rate 0.14% among 190,000; GTP binding activity, % at 10 µM; P01112;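 active = GTP binding activity at least 20% away from the 100% baseline, either lowered as inhibitor or raised as activator; inconclusive = flagged as likely green fluorescent, judged across all proteins in the well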;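 note: 0% = unlabeled GTP competition control and 100% = no-compound control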
Pf gametocyte: kills late stage P. falciparum gametocytes. P. falciparum stage V gametocytes, ATP luminescence, 24 h. inhibition, % at 10.9 µM. hit rate 0.065% among 150,000;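 active = inhibition above the mean plus 3 SD of compounds within the control limits, set per campaign, cut at about 38% in these data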;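 note: 0% = DMSO wells and 100% = medium only without gametocytes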
Rac1 wt GTP bind: alters GTP binding to wildtype human Rac1; P63000; GST-Rac1 beads, fluorescent GTP binding, flow cytometry; actives lie on both sides; 0 = cold GTP competed, 100 = untreated; GTP binding activity (% of control), % at 10 µM; hit rate 0.27% among 190,000; AID 757;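 active = GTP binding activity at least 20 points away from the 100% control level, either lower or higher; inconclusive = compound flagged as likely green fluorescent, judged across all proteins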
The depositor's hits bear a star; ? = inconclusive; · = not tested or not shown.

nr	SMILES	Rac1 act GTP bind	HRas wt GTP	Pf gametocyte	Avidin fluor	Rac1 wt GTP bind	Rab2 wt GTP	Cdc42 wt	ABCB1 block	ABCG2 block	Rab7 wt modul	GSH fluor
1	Cn1c(C2=C(O)CN(Cc3ccccc3)C2=N)[n+](C)c2ccccc21	98	99	15	11	102	99	101	-0.4	-2	96	13
2	COc1ccc(C2C(C#N)=C(N)Oc3n[nH]c(C)c32)cc1Cn1nnc2ccccc21 (stereo not drawn)	99	100	-5	13	102	101	102	0.5	4	102	22
3	Cc1c(Cl)cccc1NC(=O)CNC(=O)c1ccccc1F	98	97	16	24	101	99	102	0.1	6	98	14
4	COc1ccc(NC(=O)CSc2nccn2C)cc1S(N)(=O)=O	97	101	-29	20	103	100	96	0.0	2	106	9
5	CCn1c(C(=O)NCCCc2ccccc2)cc2sccc21	100	100	-20	13	106	98	103	-1.8	18	99	23
6	COc1ccc(-c2cc(C(F)(F)F)nc(N)n2)cc1	94	98	-9	10	103	94	96	0.1	3	100	21
7	NC(=O)C(F)(F)C12OC3C4C5CC(C6C5C3C61)C42 (stereo not drawn)	101	101	-12	6	104	104	102	0.7	2	100	75
8	O=C(COC(=O)c1ccc2[nH]c3c(c2c1)CCCC3)Nc1ccccc1	101	100	-8	10	104	98	99	-0.5	4	102	6
9	CC1=C(c2ccc(C)cc2)[N+](=O)C(C)(C)N1[O-]	96	96	-28	9	100	99	95	-0.1	-2	94	13
10	Cc1cc(/C=C2/NC(=S)NC2=O)c(C)n1-c1cccnc1	93	94	-2	11	93	96	94	-0.4	-1	96	21
11	O=C1CC(c2ccc(F)cc2)C2=C(CCCC2=O)N1 (stereo not drawn)	96	98	16	8	97	98	97	-0.5	-2	102	13
12	Cn1c(=O)c(Oc2ccc(F)cc2)c(O)c2ccccc21	96	98	0	2	97	94	93	0.5	2	97	13
13	CCCCC(=O)Nc1ccc(F)c(Cl)c1	97	101	4	10	101	98	102	0.1	0	98	9
14	Cc1cc(C)n(CCN(C)Cc2cn[nH]c2-c2ccc(F)cc2F)n1	96	98	5	3	96	96	95	1.1	7	103	10
15	CSc1ccccc1NC(=O)Cn1c(-c2cscn2)nc2ccccc21	100	102	-12	12	105	102	103	0.8	2	103	31
16	CCCOc1ccc(NC(=O)c2c(-c3ccccc3)noc2C)cc1	101	104	·	5	110	107	110	0.5	2	104	12
17	COc1ccc(NC(=O)C/C(C)=N/NC(=O)C(=O)Nc2cccc(Cl)c2C)c(OC)c1	93	92	10	18	91	94	92	-0.2	1	92	11
18	CCN1CC=C2C(C#N)=C(N)C(C#N)(C#N)C(c3cc(Cl)ccc3Cl)C2C1 (stereo not drawn)	96	98	·	35	97	95	97	1.0	1	98	12
19	CSc1ccccc1C(=O)C1CCCN(C(=O)c2csnn2)C1 (stereo not drawn)	98	98	·	11	99	97	98	-0.3	0	95	16
20	Cc1ccc(NC(=O)C/C(N)=N/O)cc1C	104	107	·	4	105	107	106	-0.1	0	100	25
21	CCc1cc(-c2n[nH]c(CCC(=O)O)c2-c2nc3ccccc3n2C)c(O)cc1O	94	101	-11	9	102	102	96	0.9	-3	109	26
22	O=C(/C=C/c1ccccc1[N+](=O)[O-])OC1CCCCC1=O (stereo not drawn)	94	93	-15	19	92	95	97	1.3	6	90	29
23	O=C(c1cc(COc2ccc(F)cc2F)on1)N1CCSCC1	96	99	-1	12	101	100	97	0.1	-2	104	13
24	CC(C(=O)N1CCN(c2ccc(Cl)cc2)CC1)c1ncc(C(F)(F)F)cc1Cl (stereo not drawn)	100	102	-15	8	105	103	102	0.0	0	105	12
25	CN1CC(=O)N(CC(=O)NCc2ccc3c(c2)OCO3)C1=O	100	102	-29	8	105	99	102	0.8	3	101	283*
26	CC(=O)c1c(C)n(CC(=O)NCc2ccco2)c2ccccc12	93	97	-6	8	95	98	93	0.1	0	104	17
27	Cc1nnc(SCC(=O)N2CCCC(C(=O)c3ccc(Cl)cc3)C2)o1 (stereo not drawn)	93	94	-5	1	94	98	92	-0.1	2	105	14
28	CCn1nc(C(=O)OC(C(=O)c2c[nH]c3ccccc23)c2ccccc2)c2ccccc2c1=O (stereo not drawn)	98	101	-3	6	102	100	100	-0.3	-1	100	13
29	Cc1ccc(C)c(NC(=O)C(Sc2cccc[n+]2[O-])c2ccccc2)c1 (stereo not drawn)	94	97	·	10	101	93	97	0.4	4	97	16
30	CCC(C)NC(=O)CSc1nc2n[nH]c(C)c2c(=N)n1-c1ccc(OC)cc1 (stereo not drawn)	?	?	-14	9	?	?	?	0.4	5	?	7
31	CN(CCC#N)C(=S)Nc1ccc(S(=O)(=O)N2CCOCC2)cc1	97	100	-18	24	101	101	99	0.2	1	104	12
32	Cc1nn(-c2cccc(Cl)c2)c(Cl)c1/C=N/NC(=O)c1cccs1	99	100	-10	3	103	101	102	1.2	6	101	13
33	CCN(CC)CCCN1C(=O)CSC1c1ccc2c(c1)OCO2 (stereo not drawn)	103	103	33	11	102	102	102	0.2	1	102	59
34	CSc1ncccc1C(=O)NCCc1ccc(Cl)cc1	96	90	·	24	94	93	94	1.1	6	89	17
35	CC(C)Oc1cccc(-c2cc(C(=O)N3CCN(S(C)(=O)=O)CC3)c3ccccc3n2)c1	101	100	12	5	105	102	101	2.5	3	99	17
36	CC(=O)c1ccc(NC(=O)C2CCN(S(=O)(=O)c3cccc4cccnc34)CC2)cc1	100	103	·	9	108	103	105	1.0	5	104	14
37	CCCCNC(=O)C12CCC(C)(C(=O)C1Br)C2(C)C (stereo not drawn)	99	99	-13	6	106	97	102	0.6	7	99	8
38	COc1ccccc1C(=O)C1CCCN(Cc2cn[nH]c2C2CCCCC2)C1 (stereo not drawn)	95	98	9	3	96	100	98	0.8	2	105	9
39	CN(C)c1ccc(NC(=O)/C=C/c2ccccc2Cl)cc1	101	99	16	5	103	99	104	-0.7	-2	102	9
40	CSc1ccccc1C(=O)NC1CCCCCC1	100	101	·	12	97	103	100	0.7	2	96	23
41	Cc1nn(-c2ccccc2)c(N)c1Sc1cccc([N+](=O)[O-])c1	99	104	-17	12	104	102	99	2.0	23	100	8
42	Cc1nc(NCCc2ccc(S(N)(=O)=O)cc2)c2c3c(sc2n1)CCC3	98	101	·	9	101	101	100	1.1	8	103	44
43	O=C(CSc1ccccc1)Nc1ccc(-c2nc3ccccc3[nH]2)cc1	96	90	1	9	93	89	100	-0.8	-2	89	6
44	CCOC(=O)Cc1csc(NC(=O)c2csc3c2CCCC3)n1	98	98	-5	3	101	97	98	0.6	35	99	25
45	COC(=O)c1cn(NC(=O)c2ccc([N+](=O)[O-])c(C)c2)c(=O)c2ccccc12	93	97	-2	10	102	98	96	0.6	2	108	15
46	C=CCOc1c(CNc2cccc(C(=O)O)c2)cccc1OC	99	103	·	8	103	100	101	-0.1	2	99	40
47	CCC(=O)Nc1c(C)n[nH]c1C	101	101	-8	3	102	101	98	0.0	0	101	6
48	CCc1c(C)sc(NC(=O)C2CC2)c1C(=O)OC(C)C	101	98	-8	3	105	95	102	0.1	2	96	6
49	CN(C)Cc1nc2c(c(=O)[nH]1)C1(CCCCC1)Cc1ccccc1-2	97	98	-17	12	97	97	98	0.2	3	100	28
50	COc1ccccc1Oc1nc(-c2cccnc2)nc2ccccc12	98	96	18	25	113	96	98	1.7	8	93	11
51	CCOC1OC(=O)C(Cl)=C1Nc1ccc(C)cc1C (stereo not drawn)	98	100	-1	7	103	100	102	5.0	15	99	27
52	Cc1cc(=O)oc(C)c1C(=O)n1nc(C)c2c1C[C@@H]1[C@H]2C1(C)C	100	102	·	24	107	101	104	0.0	0	99	14
53	COc1ccc(C2CC2C(=O)c2ccccn2)cc1 (stereo not drawn)	95	99	8	9	100	98	95	0.5	4	102	15
54	CCOc1cccc(C(=O)Nc2ccccc2N2CCN(C(=O)C(C)C)CC2)c1	100	100	9	35	104	102	104	6.6	16	98	11
55	Cn1cnc([N+](=O)[O-])c1Sc1ncccc1N	98	99	13	7	97	100	96	0.5	3	101	27
56	CS(=O)(=O)N1CCCC(C(=O)N2CCN(c3cccc(Cl)c3)CC2)C1 (stereo not drawn)	97	97	-25	11	100	96	98	0.1	12	97	11
57	S=C1NCCOCCOCCOCCOCCNC(=S)N2CCOCCOCCN1CCOCC2	94	98	-16	12	96	96	99	0.2	1	100	13
58	NC(=O)COc1ccc2c3c(c(=O)oc2c1)CCCCC3	99	101	·	5	102	99	103	0.1	0	100	18

Single records (already shown):
CCc1c(C)sc(NC(=O)C2CC2)c1C(=O)OC(C)C is entered as Rac1 act GTP bind = 101; HRas wt GTP = 98; Pf gametocyte = -8; Avidin fluor = 3; Rac1 wt GTP bind = 105; Rab2 wt GTP = 95; Cdc42 wt = 102; ABCB1 block = 0.1; ABCG2 block = 2; Rab7 wt modul = 96; GSH fluor = 6
CCC(=O)Nc1c(C)n[nH]c1C is entered as Rac1 act GTP bind = 101; HRas wt GTP = 101; Pf gametocyte = -8; Avidin fluor = 3; Rac1 wt GTP bind = 102; Rab2 wt GTP = 101; Cdc42 wt = 98; ABCB1 block = 0.0; ABCG2 block = 0; Rab7 wt modul = 101; GSH fluor = 6

Another view of some results above.
(34) CSc1ncccc1C(=O)NCCc1ccc(Cl)cc1
  Rac1 act GTP bind: 96
  HRas wt GTP: 90
  Pf gametocyte: ·
  Avidin fluor: 24
  Rac1 wt GTP bind: 94
  Rab2 wt GTP: 93
  Cdc42 wt: 94
  ABCB1 block: 1.1
  ABCG2 block: 6
  Rab7 wt modul: 89
  GSH fluor: 17
(35) CC(C)Oc1cccc(-c2cc(C(=O)N3CCN(S(C)(=O)=O)CC3)c3ccccc3n2)c1
  Rac1 act GTP bind: 101
  HRas wt GTP: 100
  Pf gametocyte: 12
  Avidin fluor: 5
  Rac1 wt GTP bind: 105
  Rab2 wt GTP: 102
  Cdc42 wt: 101
  ABCB1 block: 2.5
  ABCG2 block: 3
  Rab7 wt modul: 99
  GSH fluor: 17
(36) CC(=O)c1ccc(NC(=O)C2CCN(S(=O)(=O)c3cccc4cccnc34)CC2)cc1
  Rac1 act GTP bind: 100
  HRas wt GTP: 103
  Pf gametocyte: ·
  Avidin fluor: 9
  Rac1 wt GTP bind: 108
  Rab2 wt GTP: 103
  Cdc42 wt: 105
  ABCB1 block: 1.0
  ABCG2 block: 5
  Rab7 wt modul: 104
  GSH fluor: 14
